Bioassay records as filed in PubChem.
LDHA block – LDHA (human) enzyme inhibition | AID 1347041 | 480,000 tested, 0.15% active | P00338 | activity change, % (values are at about 110 or 230 µM) | purified LDHA, NADH/diaphorase-resazurin fluorescence; active compounds read low; in the data active = activity change below about -30%; inconclusive = mostly about -25% to -30%;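 note: plate controls were DMSO wells for no effect and wells without enzyme for full effect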
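Human LDH5 at 2 nM final in Tris HCl pH 7.4 with 0.06 mM NADH and 0.2 mM pyruvate, reacted 5 minutes at room temperature. Remaining NADH coupled via diaphorase/resazurin; resorufin fluorescence read at 0 and 20 minutes, normalized to enzyme-free and DMSO wells.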
BLM helicase inh – inhibitors of human Bloom syndrome helicase BLM; recombinant BLM DNA unwinding, fluorescence dequenching; 350,000 tested, 0.2% active; P54132; Potency, µM (doses to about 56.1 µM), without a hit: at the top dose activity change, negative = inhibition, actives largely listed as inhibitors;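 note: potency is the fitted concentration of half-maximal effect; plate controls were vehicle for no effect and no enzyme for full effect; nearly all actives have a fitted effect of over 35% in size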
Anesthetic bind – candidate novel general anesthetic via apoferritin binding. apoferritin/1-aminoanthracene competitive binding, fluorescence. 350,000 tested, 0.074% active. P02791. Potency, µM (titrated, usually from 77.5 µM), for the others: top-dose activity change, negative = displacement, hits mostly inhibitors; note: potency is the fitted concentration of half-maximal effect; % is set by controls: 0 for no effect and ±100 for the full control effect; nearly all actives have a fitted effect of over 20% in size
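Read-out: endpoint 1-AMA fluorescence, excitation 380 nm and emission 535 nm, after compounds sit 10 min at room temperature with 10 uM horse-spleen apoferritin in 50% saturated 1-AMA/PBS. Values come from four-parameter Hill fits.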
Pol kappa inh – DNA polymerase kappa (human) inhibition; 400,000 tested, 0.53% active; purified Pol kappa, fluorescent DNA synthesis assay, 10 min; Q9UBT6; Potency, µM (series often up to 107 µM), without a hit: top-dose activity, negative = inhibition, usual class: inhibitors; AID 588579; note: potency is the fitted concentration of half-maximal effect; % is set by controls: 0 for no effect and ±100 for the full control effect
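Here, compound and 10 nM enzyme are combined for 15 min at room temperature; adding 50 nM substrate (final) starts DNA synthesis, tracked by fluorescence at 0 and 10 min against buffer-only wells.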
Glioma ERSR ind – induces the endoplasmic reticulum stress response in human glioma cells | 420,000 tested, 0.02% active | U87-MG GRP78 promoter luciferase reporter, 16 h | AID 602332 | Potency, µM, without a hit: top-dose activation, most hits filed as activators; note: potency is the fitted concentration of half-maximal effect; series mostly up to about 76 µM; % of control where 0% means no effect; nearly all actives have a fitted effect of over 35% in size
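Stably transfected U87-MG human glioma cells carrying a GRP78-based luminescent sensor were seeded at 1000 cells/well, pin-dosed with compounds and incubated 16 h. Luciferase reagent was then added, and end-point luminescence was read after 10 min at room temperature.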
POLH inh – inhibitors of human DNA polymerase eta; Q9Y253; 390,000 tested, 1.2% active; recombinant Pol eta, fluorescent DNA replication assay; Potency, µM (highest dose often 114 µM), inactives show at the highest dose activity change, negative = inhibition, hits mostly inhibitors; note: potency is the fitted concentration of half-maximal effect; % is set by controls: 0 for no effect and ±100 for the full control effect
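Fluorescent replication assay: 50 nM final substrate added after a 15 min room-temperature compound preincubation with 10 nM enzyme. Signal taken at 0 min and again at 10 min.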
APE1 inh – APE1 (human) endonuclease inhibition | Potency, µM (top dose mostly 65.8 µM), inactives show at the top dose activity change, negative = inhibition, actives largely listed as inhibitors | recombinant APE1, TAMRA/BHQ-2 abasic DNA cleavage fluorescence | P27695 | 350,000 tested, 0.35% active | AID 2517;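 note: potency is the fitted concentration of half-maximal effect; plate controls were vehicle for no effect and reference inhibitor for full effect; nearly all actives have a fitted effect of over 55% in size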
Target sequence (P27695 whole entry, looked up): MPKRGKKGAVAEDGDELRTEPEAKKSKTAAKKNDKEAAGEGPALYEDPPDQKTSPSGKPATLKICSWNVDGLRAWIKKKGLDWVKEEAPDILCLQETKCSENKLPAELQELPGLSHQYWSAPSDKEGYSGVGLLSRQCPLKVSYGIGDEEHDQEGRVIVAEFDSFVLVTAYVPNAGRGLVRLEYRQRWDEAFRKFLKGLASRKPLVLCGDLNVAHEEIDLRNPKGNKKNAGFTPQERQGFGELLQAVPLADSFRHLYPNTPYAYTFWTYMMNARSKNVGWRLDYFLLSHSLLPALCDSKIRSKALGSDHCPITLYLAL
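Endonuclease cleavage of a quenched abasic-site DNA duplex (50 nM) by APE1 (0.75 nM) was tracked by TAMRA dequenching. Compounds were preincubated with enzyme 15 min at room temperature; data normalized to buffer-only and DMSO wells plus NSC13755 control.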
Pol iota inh – inhibitors of human DNA polymerase iota. Pol iota fluorescent replication assay, 10 min. 390,000 tested, 1% active. AID 588590. Potency, µM (top dose mostly 115 µM), without a hit: at the highest dose activity, negative = inhibition, most hits filed as inhibitors. Q9UNA4; note: potency is the fitted concentration of half-maximal effect
Target sequence (Q9UNA4 whole entry, looked up): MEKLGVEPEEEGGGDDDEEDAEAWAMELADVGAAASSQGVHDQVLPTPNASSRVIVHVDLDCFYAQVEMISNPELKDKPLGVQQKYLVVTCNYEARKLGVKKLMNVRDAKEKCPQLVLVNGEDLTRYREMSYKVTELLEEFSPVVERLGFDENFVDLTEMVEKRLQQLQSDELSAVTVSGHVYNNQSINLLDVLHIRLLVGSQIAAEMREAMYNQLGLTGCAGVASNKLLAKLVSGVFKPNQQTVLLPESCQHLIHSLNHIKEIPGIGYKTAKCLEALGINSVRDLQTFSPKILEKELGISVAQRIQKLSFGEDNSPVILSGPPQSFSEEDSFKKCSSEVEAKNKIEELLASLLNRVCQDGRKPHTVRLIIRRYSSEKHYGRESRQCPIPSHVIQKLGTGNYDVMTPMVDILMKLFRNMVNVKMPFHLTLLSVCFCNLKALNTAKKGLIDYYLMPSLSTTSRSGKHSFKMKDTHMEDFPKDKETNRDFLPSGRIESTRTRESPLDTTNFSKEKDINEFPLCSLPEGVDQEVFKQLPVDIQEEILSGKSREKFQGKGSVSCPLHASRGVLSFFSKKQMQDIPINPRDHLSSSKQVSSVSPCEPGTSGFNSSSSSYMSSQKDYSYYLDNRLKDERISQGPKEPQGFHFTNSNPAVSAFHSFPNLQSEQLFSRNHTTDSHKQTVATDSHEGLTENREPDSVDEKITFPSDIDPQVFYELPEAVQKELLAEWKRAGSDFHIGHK
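Fluorescent replication assay read twice, at 0 min and 10 min after adding 50 nM (final) substrate. Enzyme (10 nM) and compounds were first incubated 15 min at room temperature; enzyme-free buffer wells were negative controls.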
POLB inh – inhibitors of human DNA polymerase beta; P06746; Pol beta primer extension/strand displacement, fluorescence kinetic; Potency, µM (series often up to 114 µM), for the others: top-dose activity change, negative = inhibition, actives largely listed as inhibitors; 340,000 tested, 1.3% active; AID 485314; note: potency is the fitted concentration of half-maximal effect; % is set by controls: 0 for no effect and ±100 for the full control effect
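Preincubation: enzyme (10 nM) with compound, 15 min, RT. Reaction: substrate added to 50 nM final. Reads: 0 and 10 min. Analysis: normalized, Hill fit.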
Starred values were filed as active, the others as inactive; u = inconclusive; x = not tested or not shown; & = joins results of further samples; [ ] = dose if it differs, or a comment. Unless noted, calls come from the whole dose curve; as a rule, active = well fitted curve in the direction sought with a large enough effect; inconclusive = small, poorly fitted or top-dose-only effect, or another doubt; inactive = no such curve, though single readings can be large; an effect the other way counts as inactive or inconclusive. A portion of the library (hit frequency here may not be typical).

Values in the order – APE1 inh, POLH inh, Anesthetic bind, POLB inh, Pol kappa inh, Glioma ERSR ind, Pol iota inh, BLM helicase inh, LDHA block
COc1ccc(C(=O)Nc2cc(C)c(NC(=O)c3ccccn3)cn2)cc1
    33%, -4%, -4%, -1%, 0%, 0%, 39%[activator], -3%, -4
O=C(c1cc2c(=O)n3ccccc3nc2s1)N1CCN(Cc2ccc3c(c2)OCO3)CC1
    -3%, -23%, 3%, -1%, -10%, -2%, 128%[activator], -3%, 2
CCCNCc1cc(Br)ccc1OCC(=O)NCCc1ccccc1
    6%, -19%, -9%, 41%, u, -7%, u, -9%, -4
CC(Nc1ccc(Cl)cc1)c1cc(Cl)ccc1O (centres undefined)
    14%, -23%, u, -16%, -8%, -2%, -18%, -10%, 2
CCc1ccc(NC(=O)CSc2ccc(-c3ccco3)nn2)cc1
    16%, -13%, -19%, u, -1%, -1%, 126%[activator], -14%, -2
CCC1CCCCN1C(=O)COc1cccc2c1CCN(C)C2=O (centres undefined)
    1%, -5%, -12%, -1%, -3%, 2%, 140%[activator], 0%, -7
Cc1c(OCC(=O)N(C)C)ccc2c(-c3ccccc3)cc(=O)oc12
    4%, -20%, -4%, 2%, 8%, 1%, 8%, -3%, -4
CC(C)(C)c1ccc(C(=O)N2CCC(=O)N(C(CO)Cc3ccccc3)CC2)cc1 (centres undefined)
    u, -12%, -24%, -2%, 6%, -1%, 31%[activator], -2%, -3
COc1ccc(NC(=O)CCNS(=O)(=O)c2ccc3c(c2)CCCC(=O)N3)cc1
    x, 2%, 7%, 24%, 3%, -2%, 1%, 0%, -4
CCOC(=O)c1sc(NC(=O)CSc2nc(-c3ccco3)cc(C(F)(F)F)n2)c(C(=O)OC)c1C
    1%, -3%, -8%, 9%, -3%, 0%, -18%, -5%, 1

Carrying on:
Values in the order – APE1 inh, POLH inh, Anesthetic bind, POLB inh, Pol kappa inh, Glioma ERSR ind, Pol iota inh, BLM helicase inh, LDHA block
O=C(Nc1cnccn1)C1c2ccccc2Oc2ccccc21
    -3%, 4%, -13%, 23%, -4%, -2%, -5%, -2%, 0
O=C(Nc1nccs1)C1CCCN(S(=O)(=O)c2cccnc2)C1 (centres undefined)
    -7%, -8%, -12%, 21%, -9%, -3%, -5%, 0%, -9
CCc1ccccc1NC(=O)c1ccc2snnc2c1
    -16%, -7%, -9%, -1%, -2%, -2%, -18%, -4%, -1
COc1ccc(Nc2nc(C)nc(N)c2S(=O)(=O)c2ccccc2)cc1
    x, -10%, 38%[activator], 7%, 8%, -9%, 8%, -1%, 0
Cc1ccc(S(=O)(=O)NCC(=O)OCC(=O)Nc2cccc(S(=O)(=O)NC3=NCCCCC3)c2)cc1C
    0%, -22%, -5%, 2%, 2%, 1%, 19%, 1%, -1
CCOc1ccc(C(=O)Nc2cc(-c3nc4ccccc4o3)ccc2C)cc1Cl
    x, x, 2%, 9%, -3%, x, 29%, -5%, -7
Cc1c(/C=N/NC(=O)c2ccccc2O)c2ccccn2c1C(=O)c1ccc(F)cc1
    -6%, -13%, -3%, 21%, -15%, 0%, -11%, -14%, 2
CCOC(=O)N[C@H](Cc1c[nH]c2ccccc12)C(=O)Nc1cccc(Cl)c1
    x, -17%, 15%, u, 6%, 0%, 2%, -6%, 2
O=C(O)c1ccccc1-c1ccccc1C(=O)Nc1ccc2c(c1)[nH]c(=O)c1ccccc12
    -8%, 50µM*, -16%, 12%, -10%, 3%, 232%[activator], -3%, 3
COc1cc(C(=O)NCC(C)C)c([N+](=O)[O-])cc1OC
    0%, -16%, 3%, u, 0%, 0%, 16%, 0%, 1

More structures:
Values in the order – APE1 inh, POLH inh, Anesthetic bind, POLB inh, Pol kappa inh, Glioma ERSR ind, Pol iota inh, BLM helicase inh, LDHA block
CCCS(=O)(=O)N1CCC(C(=O)NCC2CCCO2)CC1 (centres undefined)
    -1%, -3%, -1%, 0%, 0%, 2%, 9%, -4%, -6
COc1ccc(-c2nnc(SCC(=O)Nc3cc(S(=O)(=O)N4CCCCC4)ccc3Cl)n2N)cc1
    -3%, -13%, -5%, -14%, -3%, -6%, 29%, -4%, -5
O=C(CC(=O)c1ccccc1)c1ccccc1
    2%, -8%, -14%, x, -12%, 3%&-2%, -5%, -11%, 0
c1ccc2c(c1)-c1nc3ccccc3cc1C2N1CCOCC1 (centres undefined)
    x, -10%, x, x, -8%, 3%, 78%[activator], x, 0
COc1cccc(CNS(=O)(=O)c2cc(-c3cc(C)no3)ccc2C(C)C)c1
    2%, -10%, -8%, 1%, -6%, -2%, 16%, -7%, -2
O=C(CSc1nncn1-c1cccnc1)N1CCOCC1
    5%, -10%, 3%, 24%, -4%, -1%, 25%, -2%, -4
c1ccc(C2C3=C(CCCC3)Nc3ncnn32)cc1 (centres undefined)
    17%, 3%, -5%, 0%, -15%, -1%, 27%, -4%, 3
O=C(COC(=O)c1ccc(S(=O)(=O)NCc2ccco2)cc1)NCC1CCCCC1
    u, u, u, 35µM*, -31%, -2%, u, -5%, -4
O=C(c1cc(Br)ccc1O)N1CCN(S(=O)(=O)Cc2ccccc2)CC1
    2%, -7%, x, x, 5%, -5%, 19%, x, -4
Clc1ccc(-c2nnc3cccc(Cl)n23)c(Cl)c1
    0%, -6%, -18%, 28%, -1%, -4%, 6%, -2%, -6

Going on with the list:
Values in the order – APE1 inh, POLH inh, Anesthetic bind, POLB inh, Pol kappa inh, Glioma ERSR ind, Pol iota inh, BLM helicase inh, LDHA block
Cc1noc(C)c1NC(=O)Nc1ccc2c(c1)C(=O)N([C@H](C)CO)C[C@H](C)[C@@H](CN(C)C(=O)NC1CCCCC1)O2
    56%[activator], 1%, x, x, -4%, -2%, -15%, x, -2
O=C1CCC(c2ccccc2)N1C(=O)c1cccnc1 (centres undefined)
    4%, -1%, 2%, 2%, 7%, 2%, 3%, 1%, 3
O=C(COc1cccc2cccnc12)N/N=C1\SCC(=O)N1CCc1ccccc1
    9%, -23%, -11%, 4%, -9%, -8%, 132%[activator], 5%, -2
COc1ccc(NC(=O)c2c(Cl)cnn2C)c(C)c1
    1%, -7%, -1%, 12%, 7%, 0%, 20%, 0%, -3
COc1cc(C(=O)NCCC(=O)NCc2c(F)cc(F)cc2F)cc(OC)c1OC
    68%[activator], -4%, 7%, 0%, 10%, -5%, 1%, -2%, 0
CN1CCN(c2nc(-c3ccc(Cl)cc3)cc(=O)[nH]2)CC1
    0%, -19%, -6%, 1%, -5%, -5%, 44%[activator], 1%, -5
Cc1no[n+]([O-])c1COc1ccc(/C=C2\NC(=S)NC2=O)cc1
    1%, u, -7%, 1%, -3%, -2%, u, -4%, -6
N#Cc1ccc(C(CC(=O)O)N2Cc3ccccc3C2=O)cc1 (centres undefined)
    31%, -1%, -5%, 0%, -6%, -2%, -17%, -3%, -4
CC(=O)Nc1ccc(-n2c(CCC(=O)O)ccc2-c2ccc(Br)cc2)cc1
    x, 4%, -9%, 26%, 4%, 1%, u, -1%, -5
CN(C)c1nc(SCCOC(=O)COc2ccc(Cl)cc2Cl)nc(N(C)C)n1
    u, -16%, 3%, 26%, -9%, -4%, -8%, -7%, 0

Carrying on:
Values in the order – APE1 inh, POLH inh, Anesthetic bind, POLB inh, Pol kappa inh, Glioma ERSR ind, Pol iota inh, BLM helicase inh, LDHA block
COc1ccc(Cn2ccc3nc(C)c(C(=O)NCc4cccc(OC)c4)cc3c2=O)cc1
    x, -18%, -17%, u, -16%, -1%, -3%, -5%, -6
COc1ccc(N(CC(=O)N2CCN(c3ccccc3F)CC2)S(=O)(=O)c2ccc(C)cc2)cc1
    -21%, -10%, -9%, -28%, -24%, 1%, 6%, -10%, -1
N#C/C(=C\c1c[nH]c2ccccc12)C(=O)c1ccc(O)c(O)c1
    u, 1.4µM*, x, 3.8µM*, 6µM*, 3%, 7.9µM*, x, x
O=C(O)c1ccc(NC2=C(n3nnc4ccccc43)C(=O)c3ccccc3C2=O)cc1
    0%, 4%, -13%, 1%, -23%, -6%, 40µM*, -13%, 38
CC1=CC(=C(C#N)c2nc3ccccc3s2)C=C(C)N1c1ccc(F)cc1
    15%, u, -4%, 41%, -7%, -3%, 12%, -19%, 18
Cc1ccc(NC(=O)Cn2nc(C(=O)O)c3ccccc3c2=O)cc1S(=O)(=O)N1CCCCCC1
    x, -16%, x, x, -2%, -5%, -18%, x, -4
Cc1cc(C)cc(NC(=O)COC(=O)c2cc(C)oc2C)c1
    -9%, -20%, -9%, 11%, 9%, 0%, 22%, -1%, -1
CCN(Cc1ccccc1)CC(O)COc1ccccc1 (centres undefined)
    3%, -13%, -23%, u, 7%, -1%, -1%, 0%, -4
COc1cc2c(NC3CCN(C(C)C)CC3)nc(N3CCCN(C)CC3)nc2cc1OCCOCCN(C)C
    x, x, x, x, -25%, -6%, u, x, 7
CCCc1[nH]n(-c2ccc([N+](=O)[O-])cc2)c(=O)c1C=NCCCn1ccnc1
    14%, -12%, -19%, 20%, -1%, 0%, -27%, -4%, -3

(list continues)
Values in the order – APE1 inh, POLH inh, Anesthetic bind, POLB inh, Pol kappa inh, Glioma ERSR ind, Pol iota inh, BLM helicase inh, LDHA block
COc1ccc(CC(=O)NC2CCS(=O)(=O)C2)cc1 (centres undefined)
    40%, -17%, x, x, 10%, -1%, 12%, x, 1
CC1CCCC(C)N1C(=O)COC(=O)c1cc(S(=O)(=O)N2CCOCC2)ccc1Cl (centres undefined)
    -15%, -4%, x, x, -9%, -3%, 19%, x, -6
COc1ccc(Nc2nc(-c3ccccc3O)nc3ccccc23)cc1
    -21%, 0%, 58%[activator], 2%, -8%, -7%, 109%[activator], -11%, -5
COc1ccc2c3c(c(=O)oc2c1OCC(N)=O)CCCC3
    -4%, 3%, -7%, 14%, -3%, -2%, 10%, -1%, 1

Sorted by value in POLH inh (ascending): 3 from the list above.
canonical_smiles,POLH inh
O=C(CSc1nncn1-c1cccnc1)N1CCOCC1,-10%
O=C(c1cc(Br)ccc1O)N1CCN(S(=O)(=O)Cc2ccccc2)CC1,-7%
N#Cc1ccc(C(CC(=O)O)N2Cc3ccccc3C2=O)cc1 (centres undefined),-1%
